Bioassay records deposited in PubChem BioAssay by National Center for Advancing Translational Sciences (NCATS).
Lipid storage S3 – qHTS Assay for Lipid Storage Modulators in Drosophila S3 Cells. 0.64% of 320,000 active. Drosophila S3 cells, BODIPY lipid droplet fluorescence, 18-24 h; cells fed with added oleic acid. AID 2685. Potency in µM for hits, for the others lipid storage change, negative = inhibition, % at the top dose, mostly 46.1 µM; active = well fitted inhibition curve with a large enough effect in the signal ratio, with a control signal flat, not every such curve was filed as active; inconclusive = small, poorly fitted or top-dose-only effect, or effect the other way, or a change in a side signal; the % refers to the signal ratio
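Laser-scanning cytometry quantifies lipid droplet accumulation (500–530 nm total intensity; droplet/cell object ratio) in oleic acid-fed (400 uM added) Drosophila S3 cells treated with a concentration series. 20 uM Triacsin C defined 100% inhibition.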
Lipid storage S3 cell count max – recorded beside Lipid storage S3, whose call it bears; cell number change, %; measured here: cell count max response;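 cells counted by Cell Tracker Red CMTPX staining in the red channel; peak over a dose series mostly up to 46.1 µM; percent activity relative to internal control wells on each plate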
An asterisk follows results filed as active; i = inactive; ? = inconclusive; nt = no result given. % is scaled to controls: 0 for no effect and ±100 for the full control effect; potency is read from the fitted curve at half-maximal effect.

SMILES	Lipid storage S3	Lipid storage S3 cell count max
COc1ccccc1CN(C)CC(=O)Nc1ccccc1-c1ccccc1	6%	-15
Cc1ccc(Nc2nnc(SC(C)C(=O)Nc3c(C)n(C)n(-c4ccccc4)c3=O)s2)cc1 (stereo not given)	13%	6
O=c1[nH]c(CSc2nnc(-c3cccnc3)n2C2CCCCC2)nc2ccccc12	?	nt
Cc1noc(C)c1C(=O)N1CCN(c2ncccn2)CC1	?	nt
NC(=O)COC(=O)c1cccc2c1-c1ccccc1C2=O	?	nt
COc1ccc(S(=O)(=O)N2CCN(CC(=O)N3c4ccccc4CC3C)CC2)cc1OC (stereo not given)	i	nt
CCN(CCCNC(=O)C1CCN(S(=O)(=O)N2CCC3(CC2)OCCO3)CC1)c1ccccc1	-12%	8
Cc1csc(NC(=O)CSc2nc(=O)n(CCCN(C)C)c3c2CCC3)n1	?	nt
COc1ccccc1N(CC(O)COc1ccc(C)cc1)S(=O)(=O)c1ccccc1 (stereo not given)	-22%	-8
Cc1ccc(-c2c(C(=O)N/N=C/c3ccc(OC(C)C)cc3)nnn2-c2nonc2N)cc1	-2%	-2
O=C(NC1CCCC1)C1CCN(C(=O)c2ccc(Cl)cc2)CC1	?	nt
CC(=O)c1sc(NC(=O)c2c(F)cccc2F)nc1-c1ccccc1	?	nt
CCC(=O)N/C(N)=N/c1nc(C)c2cc(C)c(C)cc2n1	11%	3
CCOC(=O)c1ccc(-c2ccc(CO)o2)cc1	-10%	3
Cc1cccc(N2CCN(C(=O)COc3cccc4c3OC(C)(C)C4)CC2)c1C	i	-30
Cc1cc(NC(=O)CSCCO)no1	2%	-1
CCCCNC(=O)c1sc2ncnc(N3CCc4ccccc4C3)c2c1C	?	nt
Cc1c(C(=O)N2CCCCC2CCN2CCCC2=O)oc2c(F)cccc12 (stereo not given)	?	nt
Cc1nn(CCO)c2ncc(C(=O)c3cc(F)ccc3O)cc12	i	18
CCn1c2ccc(CC(=O)O)cc2c2cc(CC(=O)O)ccc21	?	nt
COc1ccc(C#Cc2c(C=O)n(C)c3ccccc23)cc1	?	nt
COc1cccc(CC(CC(=O)O)C(=O)Nc2cc(C)ccc2C)c1 (stereo not given)	?	nt
O=C(c1ccccc1)n1nc(-c2ccccc2)nc1NCc1ccco1	-1%	4
CC(=O)C1=C(c2ccc(Br)cc2)C(=O)c2ccccc2C1=O	?	nt
Cc1ccc(S(=O)(=O)n2nc(-c3ccco3)nc2SCc2ccccc2)cc1	?	nt

New compounds follow.
SMILES	Lipid storage S3	Lipid storage S3 cell count max
CSc1nc(N)nc(SC2C=CCCC2)c1C#N (stereo not given)	?	nt
CCOc1ccccc1N1CCN(C(=O)c2cc(S(=O)(=O)N(C)C)ccc2N2CCCC2)CC1	?	nt
O=C(N/N=C/c1c(F)cccc1Cl)C(=O)N1CCCCCC1	-1%	7
COc1ccc(C2CC(c3cccs3)=Nc3ccccc3S2)cc1OC (stereo not given)	12%	23
CCN(CC)P(=O)(Nc1ccc([N+](=O)[O-])cc1)c1c(C)nn(CCC#N)c1NC(=O)c1ccc(Cl)cc1 (stereo not given)	?	nt
COC(=O)c1cc(NC(=O)Cc2ccccc2[N+](=O)[O-])ccc1Cl	0%	14
CC(C)Cc1cc(C(=O)NCc2ccco2)no1	9%	4
COCCn1c(SCC(=O)NNC(=O)c2cc(Cl)ccc2OC)nnc1-c1ccncc1	i	12
Cc1ccc(C(=O)/C=C/c2cn(CC(O)CN3CCOCC3)c3ccccc23)cc1 (stereo not given)	1%	3
O=C(c1ccc(Sc2ccc(F)cc2)c([N+](=O)[O-])c1)N1CCOCC1	?	nt
CCOC(=O)C1=C(COC(=O)COc2ccc(C#N)cc2)NC(=O)NC1C (stereo not given)	-1%	6
O=C(CCCn1c(=S)[nH]c2ccc(Br)cc2c1=O)NCc1ccccn1	?	nt
Cc1cc(Cl)ccc1NC(=S)NCCN1CCOCC1	?	nt
O=C(NCc1ccccc1)c1ccc2c(c1)C(=O)N(Cc1ccncc1)C2=O	?	nt
O=C(NCCCN1CCCC1=O)C1CCN(S(=O)(=O)c2cc(C(F)(F)F)ccc2Cl)CC1	11%	-11
COc1ccc(CC(=O)N2CCN(c3ccccc3)CC2)cc1OC	i	-22
O=C(c1ccccc1SCc1ccccc1)N1CCCCCC1	?	nt
O=C(CNC(=O)c1ccccc1Br)NNC(=O)c1cccs1	?	nt
O=C(CNC(=O)c1ccco1)Nc1cc(Cl)ccc1N1CCOCC1	i	16
O=C(COC(=O)C1CC1)Nc1ccc([N+](=O)[O-])cc1C(F)(F)F	?	nt
CCOc1ccc(C(=O)COC(=O)c2cccc(-n3cnnn3)c2)cc1	-22%	13
CCCN(CC(=O)Nc1ccccc1C)C(=O)c1ccc(S(=O)(=O)N2CCCCCC2)cc1	?	nt
COc1ccc(/C=C/C(=O)O)cc1S(=O)(=O)NCc1ccccc1	-13%	-3
Clc1ccc(Cn2nnc(-c3ccc(CN4CCOCC4)cc3)n2)cc1	?	nt
CCOc1ccc(-n2nnnc2-c2nc3ccccc3s2)cc1	?	nt

Whole records from above. Screens in order: Lipid storage S3, Lipid storage S3 cell count max
CC(C)Cc1cc(C(=O)NCc2ccco2)no1 across the screens: 9%, 4
CCOc1ccc(C(=O)COC(=O)c2cccc(-n3cnnn3)c2)cc1 across the screens: -22%, 13
O=C(N/N=C/c1c(F)cccc1Cl)C(=O)N1CCCCCC1 across the screens: -1%, 7
O=C(CCCn1c(=S)[nH]c2ccc(Br)cc2c1=O)NCc1ccccn1 across the screens: ?, nt
CSc1nc(N)nc(SC2C=CCCC2)c1C#N (stereo not given) across the screens: ?, nt

Pulled by compound from the list above, four records:
SMILES	Lipid storage S3	Lipid storage S3 cell count max
CCOC(=O)C1=C(COC(=O)COc2ccc(C#N)cc2)NC(=O)NC1C (stereo not given)	-1%	6
CSc1nc(N)nc(SC2C=CCCC2)c1C#N (stereo not given)	?	nt
COc1ccc(/C=C/C(=O)O)cc1S(=O)(=O)NCc1ccccc1	-13%	-3
Clc1ccc(Cn2nnc(-c3ccc(CN4CCOCC4)cc3)n2)cc1	?	nt

The list goes on.
SMILES	Lipid storage S3	Lipid storage S3 cell count max
Cc1nn(-c2nc3ccccc3s2)c(N)c1-c1ccc(Cl)cc1	-6%	-15
COc1ccc(C=C2C(=O)c3ccccc3C2=O)cc1O	0%	-9
C=CCN(CC=C)C(=O)CN1C(=O)NC(C)(c2ccc3cc(OC)ccc3c2)C1=O (stereo not given)	?	nt
Cc1c(Cl)cccc1NC(=O)COC(=O)Cn1cnc2c1c(=O)n(C)c(=O)n2C	0%	6
COc1ccc(-c2c(-c3cc(OC)cc(OC)c3)n(C)c3ccc(-c4ccn[nH]4)cc23)cc1	i	-15
O=C(Nc1ccccc1Cl)c1ccc2nc(N3CCOCC3)sc2c1	11%	14
COC(=O)c1c(NC(=O)C(=O)N2CCOCC2)sc2c1CCCC2	?	nt
Cc1cccc(C)c1NC(=O)NCc1ccco1	?	nt
NS(=O)(=O)c1cccc(NS(=O)(=O)c2ccc3ccccc3c2)c1	i	-10
COc1cc(NC(=O)CN2C(=O)C(=O)N(CC(C)C)C2=O)cc(OC)c1	?	nt
CCCc1cc(=O)[nH]c(SCC(=O)NCC2COc3ccccc3O2)n1 (stereo not given)	?	nt
C=CCNC(=O)CC12CC3CC(C1)CC(CC(=O)NCC=C)(C3)C2	-4%	5
COCCCNc1nc2ccccc2nc1NS(=O)(=O)c1ccccc1	9%	16
O=C1c2cccnc2C(=O)N1Cc1ccc(S(=O)(=O)NCc2ccco2)s1	i	nt
COc1ccc(C2SC[C@@H](C(=O)O)N2C(C)=O)cc1 (stereo not given in full)	3%	1
COC(=O)CCc1c(C)c(C(=O)c2cc(OC)c(OC)c(OC)c2)c2ccccn12	7%	nt
COc1ccc(NC(=O)COC(=O)[C@@H]2CCCN2C(=O)c2cccs2)cc1	29µM*	7.9*
Cc1nn(-c2ccccc2)c(Cl)c1/C=N/NC(=O)CCNc1n[nH]c(=O)[nH]c1=O	-5%	1
CCOc1ccc(NC(=O)CCc2nnc3ccc(N4CCN(C)CC4)nn23)cc1	?	nt
CCOC(=O)N/N=C\c1cccc(OC)c1	-7%	10
CCOC(=O)c1ccc(NC(=O)CSc2nc(NC(=O)c3ccccc3)c3c(C)c(C)oc3n2)cc1	-17%	-17
CC(=O)Nc1ccc2oc(-c3ccccc3Br)nc2c1	-12%	-2
Cc1cc(C)n(S(=O)(=O)c2ccc(Cl)cc2)n1	i	4
CCCN(CCC)C(=O)c1ccc2c(c1)S(=O)(=O)c1ccccc1C2=O	?	nt
Cc1ccc(NC(=O)C2CCN(S(=O)(=O)c3c(C)[nH]c(=O)[nH]c3=O)CC2)cc1	?	nt

A few values from the list:
COc1ccc(NC(=O)COC(=O)[C@@H]2CCCN2C(=O)c2cccs2)cc1 – Lipid storage S3 cell count max: 7.9*
CC(=O)Nc1ccc2oc(-c3ccccc3Br)nc2c1 – Lipid storage S3: -12%
CCOC(=O)c1ccc(NC(=O)CSc2nc(NC(=O)c3ccccc3)c3c(C)c(C)oc3n2)cc1 – Lipid storage S3 cell count max: -17

2 consecutive compounds already listed, for reference:
SMILES	Lipid storage S3	Lipid storage S3 cell count max
CCCN(CCC)C(=O)c1ccc2c(c1)S(=O)(=O)c1ccccc1C2=O	?	nt
Cc1ccc(NC(=O)C2CCN(S(=O)(=O)c3c(C)[nH]c(=O)[nH]c3=O)CC2)cc1	?	nt

(list continues)
SMILES	Lipid storage S3	Lipid storage S3 cell count max
O=S(=O)(N/N=C\c1ccc(-c2ccccc2Cl)o1)c1ccccc1	?	nt
O=C1CCc2cc(NS(=O)(=O)c3ccc(Cl)cc3)cc3c2N1CC3	?	nt
O=C(c1ccco1)N1CCN(S(=O)(=O)c2c(Cl)cccc2Cl)CC1	?	nt
Cc1ccccc1Cn1ccc(-c2ccc3c(c2)OCO3)n1	-7%	nt
COc1cc(/C=C/C(=O)OCC(=O)Nc2ccccc2Sc2ccc(Cl)cc2)ccc1O	?	nt
O=C(CN1CCN(C(=O)CN2C(=O)NC3(CCCC3)C2=O)CC1)Nc1cccc(F)c1	22%	-26
Cc1ccc(C2CCN(C(=O)Nc3ccccc3)C2)cc1 (stereo not given)	?	nt
NNc1nnc2c3cc(F)ccc3n(CCc3ccccc3)c2n1	-3%	0
CCC(C)(C)NC(=O)Cc1ccc(OC)c(OC)c1	?	nt
O/N=C1\CC/C(=N\O)c2nn(-c3ccccc3Cl)nc21	-10%	4
COC(=O)c1ccc(Oc2ccc(C(F)(F)F)cn2)cc1	?	nt
c1ccc(-c2cc3c(nn2)CCc2nonc2-3)cc1	?	nt
C#CCNC(=O)C1CCN(c2cc(C)nc(-c3ccccc3)n2)CC1	?	nt
O=[N+]([O-])c1ccc(Cc2cncc(O)c2)cc1	5%	-4
O=C1N=C2SCCN2/C1=C\c1ccccc1Cl	i	nt
Cc1c(Cl)cccc1NC(=O)CN(C1CCCCC1)S(C)(=O)=O	?	nt
CCOc1ccccc1N(CC(=O)OC)S(C)(=O)=O	5%	-5
COc1ccc(CN(CC(=O)NCC2CCCO2)C(=O)CNS(=O)(=O)c2ccc(C)cc2)cc1 (stereo not given)	6%	8
Cc1[nH]c2c(C)cccc2c1CC(=O)O	-2%	10
c1csc(CNc2ncnc3ccc(-c4ccoc4)cc23)c1	?	-11
Cc1cc(NS(=O)(=O)c2ccc(NC(=O)c3ccco3)cc2)nc(C)n1	?	nt
CCOc1cc(C(=O)N(CC)CC(=O)Nc2c(F)cccc2F)ccc1OCC(=O)N1CCCCC1	8%	15
CCOC(=O)CN1C(=O)C(=O)N(Cc2ccccc2F)C1=O	?	nt
COCC(=O)Nc1sc2c(c1C(=O)OC)CCCC2	-2%	-19
C=CCNC(=O)CSc1nnc(-c2ccccc2Br)n1-c1cccc(C(F)(F)F)c1	19%	-4

Going on with the list:
SMILES	Lipid storage S3	Lipid storage S3 cell count max
CCN1CCN(c2nc(N)c([N+](=O)[O-])c(Nc3ccc(C)cc3)n2)CC1	?	nt
Cc1ccccc1CC1(CO)CCCN(Cc2cn[nH]c2-c2ccccc2)C1 (stereo not given)	-10%	-3
COc1ccc(OC)c(-c2csc(NC(=O)CSc3ccccc3)n2)c1	?	nt
CC(=O)Nc1nnc(C2=COCCO2)o1	?	nt
COc1cc(OC)cc(C(=O)Nc2nc(-c3ccccc3)c(-c3ccccc3)o2)c1	?	nt
CC(NC(=O)COC(=O)c1ccc(OCC2CCCO2)cc1)c1ccccc1Cl (stereo not given)	9%	22
COc1cccc(-n2nnnc2SCC(=O)c2ccc(NC(C)=O)cc2)c1	?	nt
CC(C)CNC(=O)c1cccc(NC(=O)c2ccc(NC(=O)c3ccco3)cc2)c1	16%	-29
C/C(=C\c1ccccc1)C(=O)NCCN1CCOCC1	?	nt
COc1ccc(Br)cc1S(=O)(=O)N(CC(=O)N1CCOCC1)c1ccccc1	-20%	-12
Cc1c(CC(=O)O)c(=O)oc2c(C)c(OCc3nn[nH]n3)ccc12	0%	6
CCN(CC)CC(=O)N1c2ccccc2Sc2ccc(Cl)cc21	i	nt
CC(=O)Nc1ccc(NC(=O)c2c(C)nn(Cc3ccccc3)c2Cl)cc1	?	nt
O=C(CN1CCN(C(=O)C2CCCO2)CC1)Nc1cc(C(F)(F)F)ccc1Cl (stereo not given)	i	-8
O=C(CSc1n[nH]c(-c2ccccn2)n1)Nc1ccc(Cl)cc1	?	nt
O=C(O)c1cc2[nH]c3c(c2cc1Cl)CCCC3	4.1µM*	-7.3*
CC(=O)Nc1ccc(S(=O)(=O)N(C)CC(=O)Nc2ccc(F)c(F)c2F)cc1	?	nt
O=C(N/N=C1\CCCc2ccccc21)c1ccc([N+](=O)[O-])cc1	12%	10
O=C(CC1SC2=NCCN2C1=O)Nc1ccccc1 (stereo not given)	?	nt
CCCc1cc(=O)oc2c(C)c(OCc3nn[nH]n3)ccc12	-5%	9

The list is partial; the hit share may differ from the screen's.
